TDP1 inh = TDP1 (human) enzyme inhibition. Q9NUW8. recombinant TDP1, AlphaScreen DNA substrate cleavage. Potency, µM (top dose mostly 130 µM), for the others: at the top dose activity change, negative = inhibition, hits mostly inhibitors. 0.28% of 350,000 active. AID 485290; note: nearly all actives have a fitted effect of over 40% in size
Target sequence (Q9NUW8 whole entry, looked up): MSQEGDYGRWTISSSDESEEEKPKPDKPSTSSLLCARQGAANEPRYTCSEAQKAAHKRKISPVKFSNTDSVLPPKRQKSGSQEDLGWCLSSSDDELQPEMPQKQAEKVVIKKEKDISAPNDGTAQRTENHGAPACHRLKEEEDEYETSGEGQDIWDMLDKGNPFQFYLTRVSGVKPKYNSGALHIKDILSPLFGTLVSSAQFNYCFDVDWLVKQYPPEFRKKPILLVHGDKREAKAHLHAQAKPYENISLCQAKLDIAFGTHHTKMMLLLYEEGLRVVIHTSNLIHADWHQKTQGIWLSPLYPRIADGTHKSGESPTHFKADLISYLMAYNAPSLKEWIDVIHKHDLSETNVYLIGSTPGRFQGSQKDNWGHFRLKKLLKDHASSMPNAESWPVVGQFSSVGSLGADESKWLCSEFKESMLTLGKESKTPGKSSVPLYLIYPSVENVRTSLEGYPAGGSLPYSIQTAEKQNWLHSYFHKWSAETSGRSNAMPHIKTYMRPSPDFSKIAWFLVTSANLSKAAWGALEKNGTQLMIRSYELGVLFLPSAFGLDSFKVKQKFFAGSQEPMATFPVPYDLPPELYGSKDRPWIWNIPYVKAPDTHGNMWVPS
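Here, a 5' biotin and 3' phosphotyrosine-FITC DNA oligonucleotide reports Tdp1 activity: intact substrate bridges AlphaScreen beads, while cleavage leaves a 3' phosphate and drops signal. All incubations at room temperature.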
DT40 TDP1 CPT = growth inhibition of DT40 Tdp1-/-;hTDP1 cells with camptothecin (screen for TDP1 inhibitors); chicken DT40 Tdp1-/-;hTDP1 cells + 20 nM CPT, ATP luminescence, 48 h; Potency, µM (series often up to 46.2 µM), inactives show at the highest dose activity change, negative = growth inhibition, hits mostly inhibitors; 12% of 420,000 active; note: nearly all actives have a fitted effect of over 55% in size
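Chicken DT40 Tdp1-/- cells complemented with human TDP1, 400 cells/well, exposed to compounds plus 20 nM camptothecin for at least 48 h at 37 C; viability read as ATP content by CellTiter-Glo luminescence.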
DT40 TDP1 no CPT = qHTS for Inhibitors of human tyrosyl-DNA phosphodiesterase 1 (TDP1): qHTS in cells in absence of CPT; Potency, µM (top dose mostly 46.2 µM), for the others: at the top dose activity change, negative = growth inhibition, most hits filed as inhibitors; 15% of 420,000 active; DT40 Tdp1-/- hTDP1 cells, no CPT, ATP luminescence, 48 h; AID 686978, 2013; note: nearly all actives have a fitted effect of over 55% in size
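DT40 Tdp1-/-;hTDP1 cells, no CPT (DMSO vehicle only), 400 cells/well; compounds pin-transferred; ≥48 hr, 37 °C; CellTiter-Glo 30 min RT dark, luminescence read.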
* = called active by the depositor; ? = inconclusive; . = not tested or not shown; & = joins results of further samples; [ ] = remark or other dose. Calls come from the whole dose curve; as a rule, active = well fitted curve in the direction sought with a large enough effect; inconclusive = small, poorly fitted or top-dose-only effect, or another doubt; inactive = no such curve, though single readings can be large; an effect the other way counts as inactive or inconclusive. % is set by controls: 0 for no effect and ±100 for the full control effect; potency is the fitted concentration of half-maximal effect. This is a random part of the collection; overall some 18% were active at least once.

SMILES	TDP1 inh	DT40 TDP1 CPT	DT40 TDP1 no CPT
CCOC(=O)c1c(CN2CCOCC2)n(-c2ccccc2)c2cc(Br)c(O)cc12	6%	-16%	18%
O=C(COc1ccccc1[N+](=O)[O-])Nc1ccc2oc(=O)ccc2c1	0%	-12%	2%
CCN(CC)C(=O)Cn1cc(C(=O)C(=O)NCCc2c[nH]c3ccccc23)c2ccccc21	5%	-28%	-15%
CCN(CC)CCCNC(=O)c1c(O)c2c([nH]c1=O)CCCC2	3%	?	-18%
COc1ccc(/C=C(\NC(=O)c2ccc(Cl)cc2)C(=O)NCCCN2CCOCC2)cc1OC	.	-4%	-14%
c1ccc(-c2cn3c4c(sc3n2)CCCC4)cc1	9%	?	?
CCC1CCCCN1CC(=O)Nc1cc(OC)c(OC)cc1C#N (stereo not drawn)	-5%	-8%	?
CCc1ccc2c(CN3CCc4ccccc43)cc(=O)oc2c1	5%	?	?
CCCOc1ccc(NC(=O)CC2C(=O)N(c3ccc(C)cc3)C(=O)N2C2CCCC2)cc1 (stereo not drawn)	6%	?	?
Cc1cc(C)c(S(=O)(=O)N2C[C@H]3CON(C)[C@H]3C[C@H]2c2ccc(N3CCCCC3)cc2)c(C)c1	.	?	?
CNc1c(NS(=O)(=O)c2ccc(Br)cc2)c(=O)oc2ccccc12	4%	11%	-30%
Cc1ccc(-c2[nH]ncc2CNCc2ccccc2)cc1	1%	11µM*	18µM*

Rewritten as comma-separated lines: entries from further up
canonical_smiles,TDP1 inh,DT40 TDP1 CPT,DT40 TDP1 no CPT
COc1ccc(/C=C(\NC(=O)c2ccc(Cl)cc2)C(=O)NCCCN2CCOCC2)cc1OC,.,-4%,-14%
O=C(COc1ccccc1[N+](=O)[O-])Nc1ccc2oc(=O)ccc2c1,0%,-12%,2%

Later entries
SMILES	TDP1 inh	DT40 TDP1 CPT	DT40 TDP1 no CPT
O=C(NNC(=O)C1CCCN(S(=O)(=O)c2cccc(F)c2)C1)C1CC1 (stereo not drawn)	0%	2%	-14%
COc1cccc(C(=O)N/N=c2\sc3ccccc3n2C)c1	-2%	-22%	-24%
COc1ccc(C(=O)CN2Cc3ccccc3C2=N)cc1	.	16µM*	18µM*
COc1ccc(N(C)S(=O)(=O)c2cccc(C(=O)N3CCN(c4ccccc4)CC3)c2)cc1	-1%	?	?
CCOC(=O)c1nn(-c2ccc(F)cc2)cc1O	-5%	13%	11%
Cc1nnc(Nc2ccc3c(c2)OCO3)c2ccccc12	0%	-20%	-26%
CCCNC(=O)C1(C)CCCN(Cc2ccc3c(c2)OCO3)C1 (stereo not drawn)	.	-3%	-19%
CCOC(=O)CNc1nc(Cl)nc(Nc2ccc(Cl)cc2)n1	0%	3%	15%
CC(C)n1cc(C(=O)N2CCCC(N3CCN(c4cccc(Cl)c4)CC3)C2)cn1 (stereo not drawn)	3%	-2%	-11%
CC(C)CC(=O)N1CCN(C(=O)c2ccc(F)cc2)CC1	.	-11%	?
Cc1cc2oc(=O)cc(CN3CCCCC3)c2cc1C	.	-23%	1%
COC(=O)c1ccccc1NC(=O)CN1C(=O)CSC1=O	-1%	-6%	-10%
NC(=O)c1cc(S(=O)(=O)N2CCOCC2)cs1	0%	0%	-9%
CCN(CC)C(=O)C1=C(C)N(Cc2ccc(C(C)(C)C)cc2)C(=O)C(CC(=O)NCc2cccc3ccccc23)C1 (stereo not drawn)	.	?	16µM*
Cc1nc(S/C(=C/c2ccc(-c3cccc(Cl)c3)o2)C(=O)O)n[nH]1	3%	5%	-24%
COc1ccc(S(=O)(=O)NCc2cccnc2)cc1C	.	0%	0%
O=C(O)c1ccc(S(=O)(=O)NC2CCCCC2)cc1	5%	-17%	-1%
Cc1nc(SCC(=O)NC2CCCC2)c2oc3ccccc3c2n1	.	?	?
CC(C)c1csc(CN2CCC(CCC(=O)NCC3CCCO3)CC2)n1 (stereo not drawn)	0%	-1%	5%
CC(c1ccon1)N(C)Cc1cn[nH]c1-c1ccc(-c2ccccc2)cc1 (stereo not drawn)	1%	?	10%
Cc1onc(-c2ccccc2)c1C(=O)N1CCN(S(=O)(=O)c2ccccc2Br)CC1	3%	?	15µM*
CCOC(=O)/C=C/C(=O)OCC(=O)Nc1ccc(Cl)cc1Cl	-1%	0%	3%
COc1cc(-c2nnc3sc(C4CCCCC4)nn23)cc(OC)c1OC	6%	16µM*	23µM*
Nc1ccc(/C=C/c2nc3ccccc3s2)cc1	.	11µM*	13µM*
O=C(NCCCN1CCCC1=O)c1sc2ccccc2c1Cl	1%	0%	-12%
COc1cccc2cc(C(C)=O)oc12	0%	2%	16%
CC(C)N1CCC1(C)C(=O)Nc1cccc(C#N)c1 (stereo not drawn)	.	-1%	0%
CNCc1cc2ccc(C)cc2[nH]c1=O	3%	16µM*	?
CCOc1ccc(CCNC(=O)COC(=O)c2ccc3c(c2)OCCO3)cc1OCC	.	-15%	-28%
COc1ccccc1CN1CCNC(=O)C1=O	-4%	-25%	-15%
CCCCn1c(SCC(=O)c2cc(OC)ccc2OC)nc2cc(S(N)(=O)=O)ccc21	3%	0%	-19%
CCc1ccccc1-n1nnc(-c2nc(-c3ccccc3F)no2)c1C	0%	-27%	?
Cc1ccc(-c2nc(NCc3ccco3)n(S(C)(=O)=O)n2)cc1	5%	5%	-2%
COc1cccc(C=NCCCN=Cc2cccc(OC)c2O)c1O	.	-6%	10%
COc1ccc(C(=O)C2CCCN(C(=O)c3n[nH]c4c3CCCC4)C2)cc1OC (stereo not drawn)	1%	-5%	-2%
COc1ccc(NC(=O)c2ccc3c(c2)C(=O)N(Cc2cccnc2)C3=O)c(OC)c1	.	-20%	6%
CC(C)(C)N(Cc1ccccc1)C(=O)c1ccncc1	.	-17%	8%
Cc1ccc(S(=O)(=O)N2[C@H](CC(=O)OCc3ccccc3)OC[C@@H]2C)cc1	.	-30%	?
CC1CCCCC12NC(=O)N(CC(=O)Nc1ccc(S(=O)(=O)N3CCOCC3)cc1)C2=O (stereo not drawn)	-2%	2%	5%
COc1ccc(Cl)cc1C(=O)CSc1nnnn1C1CCCCC1	-2%	?	18µM*
CN(CC(=O)Nc1cccc(F)c1)C(=O)CSc1ccc(Br)cc1	.	-15%	?
C[C@@H](NC(=O)OC(C)(C)C)C(=O)NCC1CCC(C(=O)N[C@@H](Cc2ccccc2)C(=O)O)CC1 (stereo partly drawn)	.	13%	-26%
COc1cc(=O)n(C)c2c(O)cccc12	-5%	9%	7%
CC1(C)Cc2cccc(OCC(=O)NCCc3ccc(S(N)(=O)=O)cc3)c2O1	0%[56.1 µM]	3%	2%
N#CC12CCCCC1CC1CCCCC1(C#N)N2Cc1cccnc1 (stereo not drawn)	7%	-11%	?
c1ccc(-c2ccn3nnnc3n2)cc1	2%	-28%	?
CCOc1ccc(-c2nnc(-c3snc(-c4ccc(F)cc4)c3N=CN(C)C)o2)cc1	10%	-21%	-21%
Cc1nc2ccc(NC(=S)NC3CCCCC3)cc2nc1C	5%	-18%	-5%

Whole records, quoted from the list.
`CCOc1ccc(-c2nnc(-c3snc(-c4ccc(F)cc4)c3N=CN(C)C)o2)cc1` is listed as TDP1 inh: 10%; DT40 TDP1 CPT: -21%; DT40 TDP1 no CPT: -21%
`CNCc1cc2ccc(C)cc2[nH]c1=O` is listed as TDP1 inh: 3%; DT40 TDP1 CPT: 16µM*; DT40 TDP1 no CPT: ?
`CCCOc1ccc(NC(=O)CC2C(=O)N(c3ccc(C)cc3)C(=O)N2C2CCCC2)cc1` (stereo not drawn) is listed as TDP1 inh: 6%; DT40 TDP1 CPT: ?; DT40 TDP1 no CPT: ?

The list goes on:
SMILES	TDP1 inh	DT40 TDP1 CPT	DT40 TDP1 no CPT
Cc1cc(=O)[nH]c(COc2ccccc2)n1	6%	-9%	-12%
COc1ccc(S(=O)(=O)NNC(=O)C2COc3ccccc3O2)cc1[N+](=O)[O-] (stereo not drawn)	-5%	-7%	-16%
Cc1nnc(SC/C=C/c2ccccc2)n(N)c1=O	2%	-8%	-20%
CC(C)C(=O)Nc1ccc2c(c1)nc(CCN1CCCCC1)n2C	.	13%	5%
COc1cc(C)nc(N(Cc2ccccc2)S(=O)(=O)c2ccc(C)cc2)n1	.	?	18µM*
c1ccc(Cn2nnc3c(N4CCc5ccccc54)ncnc32)cc1	2%	-8%	0%
O=C(Nc1ccccc1)N1CC[C@@]2(CCCN(C(=O)c3ccncc3)C2)C1	.	17%	1%
O=C(NCCCn1ccnc1)c1cc2c(ccc3ccccc32)o1	9%	1%	4%
O=NN(CCCl)C(=O)NCC1=C[N+](=O)CC=C1	.	0%	-16%
Cc1ccc(N2CC(NC(=O)Cc3ccc(F)cc3)CC2=O)cc1 (stereo not drawn)	5%	3%	2%
CC1(C)O[C@@H]2C[C@H]3[C@@H]4CCC5=CC(=O)C=C[C@]5(C)[C@@]4(F)[C@@H](O)C[C@]3(C)[C@]2(C(=O)CO)O1	-3%	?	-14%&-15%
CSCCC(NS(=O)(=O)c1ccccc1F)C(=O)N1CCCCCCC1 (stereo not drawn)	6%	?	-17%
CC(C)(O)C#Cc1ccc(C(=O)NC2CCCCC2)s1	-4%	-2%	?
CCN(C(=O)Cn1cnc2c(nc3n2CCCCC3)c1=O)c1cccc(Cl)c1	6%	0%	4%
O=C(c1ccco1)N1CCN(S(=O)(=O)c2ccc(Br)s2)CC1	3%	?	?
CCCCN(CCCC)c1cc(C)nc(-c2ccccc2O)n1	-3%	-28%	?
CN1CCc2[nH]c3ccc(Cl)cc3c2C1	1%	4%	-25%
O=C(CCNS(=O)(=O)c1cccs1)Nc1ccccc1F	1%	2%	-8%
Cc1ccc(-n2nc3c(=O)n(CCCC(=O)N4CCCCC4)nc(C)c3c2C)cc1	6%	-1%	8%
Cn1cnnc1SCC(=O)NC1CCCCC1	4%	23%	2%
CCOC(=O)c1c(C)c(C(=O)NCc2ccccn2)c(C)n1C	7%	-6%	-3%
CC(C)(C)OC(=O)N[C@@H](C(=O)OC(C)(C)C)c1ccc2c(c1)OCO2	-2%	?	?
CCc1ccccc1NC(=O)C(=O)NCC(c1cccnc1)N1CCc2ccccc21 (stereo not drawn)	4%	?	21µM*
CC(Sc1ccc(S(=O)(=O)N2CCCCCC2)cn1)C(N)=O (stereo not drawn)	-8%	-14%	-20%
COc1ccccc1N1CCN(S(=O)(=O)c2ccc3c(c2)n(C)c(=O)n3C)CC1	0%	0%	-15%
Cc1ccc(C(=O)Nc2ccccc2C(=O)O)cc1S(=O)(=O)NC1CCCCC1	8%	3%	0%
Cc1ccc2cc(CN(C(=O)c3ccc4c(c3)OCO4)C3CC3)c(N(C)C)nc2c1	.	6%[9.04 µM]	-17%
O=C(c1cccs1)N(CCN1CCCCC1)CC1CCCN(C2CCCC2)C1 (stereo not drawn)	12%	?	-4%
COCc1cc(=O)n2[nH]c(SCc3ccccc3)nc2n1	2%	-24%	-15%
Cc1ccc(SCCC(=O)OCC(=O)Nc2ccc(C(N)=O)cc2)cc1	-3%	-12%	-4%
COCCNC(=O)C(c1ccc(C)o1)N(Cc1ccccc1)C(=O)Cn1nnc2ccccc21 (stereo not drawn)	8%	0%	-18%
Cc1cc(=O)c2cc(Cl)ccc2[nH]1	-2%	5.2µM*	5.2µM*
Cc1cc(C(=O)OCC(=O)Nc2sc3c(c2C#N)CCC(C)C3)c2ccccc2n1 (stereo not drawn)	1%	13%	2%
COc1cccc(N2CCN(S(=O)(=O)c3ccc(-n4cnnn4)cc3)CC2)c1	0%&-2%	1%&-8%	?
CCOc1cc(-c2nc3c(c(CC)nn3-c3ccccc3)c3cc(OC)c(OC)cc23)ccc1O	6%[12.3 µM]	3.3µM*	?
COc1ccc(C)c2sc(N(CCCN(C)C)C(=O)c3ccc(S(=O)(=O)N4CCc5ccccc5C4)cc3)nc12	.	2.9µM*	2.3µM*
CCCC(=O)OCC(=O)Nc1ccccc1C#N	0%	8%	5%
COc1ccccc1N1CCN(C(=O)[C@H](C)NS(=O)(=O)c2ccc3c(c2)OCCCO3)CC1	.	-13%	0%
Cc1cc(=O)cc(C)n1-c1ccc(F)cc1F	-4%	-19%	-13%
COc1cc(/C=C2\CC/C(=C\c3cc(OC)c(OC)c(OC)c3)C2=O)cc(OC)c1OC	6%	?	10µM*
Cc1ccc(/C=N/n2c(-c3ccco3)n[nH]c2=S)s1	3%	-1%	?
Cc1ccc(CSCC2Nc3ccc(C(=O)N4CCN(c5ccc(F)cc5)CC4)cc3NC2=O)cc1 (stereo not drawn)	3%	16µM*	16µM*
Cc1cc(C)n(Cc2ccc(Cl)cc2Cl)c(=O)c1S(=O)(=O)c1ccccc1	0%	?	23µM*
Cc1cccc(COc2ncnc3nc[nH]c23)c1	9%	?	13µM*
